# Compound activity deposited in PubChem BioAssay by The Scripps Research Institute Molecular Screening Center.
# CHRM4 antagonist = blocks acetylcholine activation of human M4 receptor; inhibition, % at 3 µM; 0.73% of 360,000 active; CHO-hM4 cells, ACh EC80, Fluo-8 calcium fluorescence; P08173; AID 624125;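 active means inhibition above its plate's cutoff, the mean inhibition of sample wells plus 3 SD, cut at about 27% in these data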;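 further: 0% = acetylcholine EC80 with DMSO and 100% = DMSO without agonist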
# Target sequence (P08173 whole entry, looked up): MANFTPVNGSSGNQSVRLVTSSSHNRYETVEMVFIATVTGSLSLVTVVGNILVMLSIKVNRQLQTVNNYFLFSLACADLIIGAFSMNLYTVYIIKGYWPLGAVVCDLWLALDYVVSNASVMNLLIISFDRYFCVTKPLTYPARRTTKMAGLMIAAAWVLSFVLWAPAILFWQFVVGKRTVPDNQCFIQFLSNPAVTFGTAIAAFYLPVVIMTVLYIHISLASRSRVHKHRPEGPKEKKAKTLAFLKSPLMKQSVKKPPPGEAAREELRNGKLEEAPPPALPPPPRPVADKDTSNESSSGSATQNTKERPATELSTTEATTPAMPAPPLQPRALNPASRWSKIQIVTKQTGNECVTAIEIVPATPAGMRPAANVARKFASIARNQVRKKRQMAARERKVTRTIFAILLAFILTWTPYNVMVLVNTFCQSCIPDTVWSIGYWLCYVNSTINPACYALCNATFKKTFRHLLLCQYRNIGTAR
# CHO-K1 Ca ag = M1 agonist counterscreen hit in parental CHO-K1 cells; 0.48% of 360,000 active; activation, % at 3 µM; Fluo-8 calcium fluorescence; scaled to maximal ATP response, vehicle zero; in the data active means activation above about 15%;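 further: untransfected CHO-K1 host cells lacking M1 receptor as counterscreen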
# M5 antag = antagonists of human muscarinic M5 receptor (CHRM5). CHO-hM5 cells, Fluo-8 calcium fluorescence, ACh EC80. inhibition, % at 3 µM. 0.59% of 360,000 active. AID 624040;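 active means inhibition above a per-plate cutoff, the mean of that plate's test compounds plus 3 SD, cut at about 27% in these data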;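 further: 0% = acetylcholine EC80 with DMSO and 100% = DMSO without agonist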
# Target sequence (P08912 whole entry, looked up): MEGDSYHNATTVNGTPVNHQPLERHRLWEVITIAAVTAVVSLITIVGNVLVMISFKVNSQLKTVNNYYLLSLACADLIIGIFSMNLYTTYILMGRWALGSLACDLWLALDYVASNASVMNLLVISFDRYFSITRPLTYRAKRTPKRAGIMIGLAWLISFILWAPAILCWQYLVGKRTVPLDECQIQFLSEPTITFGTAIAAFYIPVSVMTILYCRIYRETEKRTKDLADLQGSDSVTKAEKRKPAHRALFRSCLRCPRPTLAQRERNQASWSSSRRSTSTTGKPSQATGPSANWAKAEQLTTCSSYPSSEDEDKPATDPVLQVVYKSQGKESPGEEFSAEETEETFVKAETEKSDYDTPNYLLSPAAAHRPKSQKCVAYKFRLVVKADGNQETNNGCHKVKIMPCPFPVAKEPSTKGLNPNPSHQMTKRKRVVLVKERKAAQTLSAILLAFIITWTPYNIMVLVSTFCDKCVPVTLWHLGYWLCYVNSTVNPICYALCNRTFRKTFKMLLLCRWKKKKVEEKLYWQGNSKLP
# M5 ag = CHRM5 agonism in calcium assay. CHO-K1 hM5 cells, Fluo-8 calcium fluorescence; 0% DMSO wells, 100% maximal acetylcholine response. activation, % at 3 µM. 0.19% of 360,000 active;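 active means activation above the run's mean over test compounds plus 3 SD, cut at about 23% in these data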;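 further: signal is peak over basal fluorescence ratio across the kinetic read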
# CHRM4 agonist = agonists of human muscarinic M4 receptor (CHRM4). CHO-K1 hM4/Gqi5, Fluo-8 calcium fluorescence; vehicle 0%, full acetylcholine response 100%. AID 624127. activation, % at 3 µM. 0.14% of 360,000 active;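 active means activation above the run mean over all test wells plus 3 SD, cut at about 32% in these data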;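 further: peak over basal fluorescence ratio per well then scaled between controls; 0% = DMSO wells and 100% = acetylcholine at EC100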
# M1 PAM parental = M1 PAM counterscreen hit in parental CHO-K1 cells; ATP EC20, Fluo-8 calcium fluorescence; 0% at ATP EC20, 100% at ATP max; activation, % at 3 µM; 0.02% of 360,000 active; AID 602247;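 active means activation above the run cutoff, the mean activation of all test compounds plus 3 SD, cut at about 40% in these data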;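 further: peak over basal fluorescence ratio in a 140 s read after ATP addition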
# CHO-K1 Ca antag = nonselective inhibitor or artifact in parental CHO-K1 cells. 0.6% of 360,000 active. AID 602250. ATP-induced calcium, Fluo-8 fluorescence. inhibition, % at 3 µM;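 active means inhibition above a per-plate cutoff, the plate's mean sample inhibition plus 3 SD, cut at about 24% in these data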;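 further: 0% = DMSO plus EC80 ATP and 100% = DMSO alone without ATP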
# CHRM4 PAM = potentiates acetylcholine response at human M4 receptor; 0.4% of 360,000 active; activation, % at 3 µM; P08173; AID 624126; CHO-K1 hM4/Gqi5, Fluo-8 calcium fluorescence, ACh EC20; 0% = ACh EC20, 100% = maximal ACh;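 active means activation above its plate's cutoff, the mean activation of sample wells plus 3 SD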; further: some results filed as inactive read as strong as hits
# CHRM5 PAM = CHRM5 positive allosteric modulation; P08912; CHO-K1 hM5, Fluo-8 calcium, ACh EC20 PAM; 0% = ACh EC20, 100% = ACh EC100; activation, % at 3 µM; 0.3% of 360,000 active; AID 624038;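 active means activation above the run cutoff, the mean activation of all test compounds plus 3 SD, cut at about 18% in these data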
#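 Assay system: CHO-K1 hM5 cells. Also added: acetylcholine at EC20 concentration, added after compound. Dosing: 3 µM, single dose. Times: compound preincubation 140 s before EC20 acetylcholine addition. Signal: Fluo-8 calcium fluorescence. Measure: % activation relative to EC20 and EC100 ACh responses. Repeats: singlicate, one well per test compound.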
# Active calls of the source: *.
SMILES,CHRM4 antagonist,CHO-K1 Ca ag,M5 antag,M5 ag,CHRM4 agonist,M1 PAM parental,CHO-K1 Ca antag,CHRM4 PAM,CHRM5 PAM
CCOC(=O)C1C(=O)N(C(=O)c2ccc(OC)cc2)CC1c1ccccc1 (configuration not stated),2,0.8,-6,2,1,29,-18,7,0
C[n+]1ccn(CC(=O)c2ccc(Cl)cc2)c1,-2,0.2,2,-3,1,17,1,1,0
COc1ccc(N2CCN(C(=O)c3ccc(CNS(=O)(=O)c4cccc(OC)c4)cc3)CC2)cc1,9,11,16,0,13,6,0,-6,-6
Cc1cc(C(=O)NC2=NCCS2)cs1,1,0.3,-7,2,0,16,-17,1,5
CCc1nnc(NC(=O)c2sc3nc4cc(C)ccc4cc3c2N)s1,0,1.7,-2,0,1,17,-3,9,5
COCc1ccc2oc(C(=O)O)cc2c1,-21,0.4,-10,-2,1,27,-20,10,0
CC(NCc1cccs1)C(=O)NC1CCCCC1 (configuration not stated),-4,-0.2,9,-1,2,5,8,3,-4
O=C(CCCn1cncn1)N1CCCC(N2CCN(c3ccc(F)cc3)CC2)C1 (configuration not stated),-3,3.9,4,-3,2,10,0,2,-2
CC(C)(c1cc(Cl)c(O)c(CN2CCOCC2)c1)c1cc(Cl)c(O)c(CN2CCOCC2)c1,-8,1.1,4,2,0,19,-16,2,8
Cc1c(O)ccc(C(=O)CN2C(=O)c3ccccc3C2=O)c1O,0,1.4,4,-8,3,19,-3,-4,-1
COCCN(C(=S)Nc1cc(C)cc(C)c1)C(C)c1ccco1 (configuration not stated),-8,0.5,4,-4,1,19,-11,6,2
O=C(COc1ccccc1)NCCSCc1ccccc1Cl,0,1.0,5,-3,-1,25,-25,0,-5
CCCCCCn1nc(C(=O)Nc2nc3c(s2)CCCC3)c2ccccc2c1=O,-5,1.5,0,-2,0,24,-8,4,0
CCN(CC)S(=O)(=O)c1cccc(C(=O)NNC(=O)C2=NN(c3ccccc3)C(=O)CC2)c1,0,0.2,1,0,1,-16,-5,4,-4
O=C(O)C(F)(F)S(=O)(=O)O,7,0.3,2,1,1,20,-9,-4,2
CCOC(=O)CN(Cc1sccc1C)C(=O)Nc1cccc(OC)c1,3,0.1,2,0,1,-4,8,-4,-5
Cc1sc(NC(=O)CN(Cc2ccc(F)cc2)C(=O)C(C)C)c(C(N)=O)c1C,-7,0.3,0,3,0,5,-6,3,-7
COc1ccc(S(=O)(=O)N(CC(=O)NC2CC3CCC2C3)c2ccccc2OC)cc1 (configuration not stated),0,2.2,-3,-2,5,5,-22,-4,2
CC(=O)c1cn(CC(=O)Nc2ccccc2Cl)c2ccccc12,-2,7.9,16,3,9,7,13,-8,-11
CCOc1ccc(Nc2c3ccccc3nc3ccccc23)cc1,-7,3.2,12,-20,4,4,2,-13,-19
CCCc1[nH]nc2c1C(c1ccc(OC)c(Cn3nnc4ccccc43)c1)C(C#N)=C(N)O2 (configuration not stated),0,0.6,-3,-3,1,16,-9,5,-3
Cc1ccccc1C(=O)N/N=C/c1cccc2ccccc12,-7,7.8,7,-2,1,33,-26,-1,-3
O=C(c1ccc(N2C(=O)c3ccccc3C2=O)cc1)N1CCN(S(=O)(=O)c2ccccc2F)CC1,6,3.7,1,1,6,14,-10,-6,-2
CC(=O)Nc1cccc(NC(=O)CSc2nc(=O)n3cccc(C)c3n2)c1,3,0.6,7,-6,0,12,-7,-2,-2
CC(C)(C)C(=O)Nc1ccc(S(=O)(=O)Nc2nccs2)cc1,7,-0.4,14,-1,1,10,12,-2,-4

# An excerpt from further up:
SMILES,CHRM4 antagonist,CHO-K1 Ca ag,M5 antag,M5 ag,CHRM4 agonist,M1 PAM parental,CHO-K1 Ca antag,CHRM4 PAM,CHRM5 PAM
COCc1ccc2oc(C(=O)O)cc2c1,-21,0.4,-10,-2,1,27,-20,10,0
CC(NCc1cccs1)C(=O)NC1CCCCC1 (configuration not stated),-4,-0.2,9,-1,2,5,8,3,-4
O=C(CCCn1cncn1)N1CCCC(N2CCN(c3ccc(F)cc3)CC2)C1 (configuration not stated),-3,3.9,4,-3,2,10,0,2,-2
CC(C)(c1cc(Cl)c(O)c(CN2CCOCC2)c1)c1cc(Cl)c(O)c(CN2CCOCC2)c1,-8,1.1,4,2,0,19,-16,2,8
Cc1c(O)ccc(C(=O)CN2C(=O)c3ccccc3C2=O)c1O,0,1.4,4,-8,3,19,-3,-4,-1
COCCN(C(=S)Nc1cc(C)cc(C)c1)C(C)c1ccco1 (configuration not stated),-8,0.5,4,-4,1,19,-11,6,2
O=C(COc1ccccc1)NCCSCc1ccccc1Cl,0,1.0,5,-3,-1,25,-25,0,-5
CCCCCCn1nc(C(=O)Nc2nc3c(s2)CCCC3)c2ccccc2c1=O,-5,1.5,0,-2,0,24,-8,4,0
CCN(CC)S(=O)(=O)c1cccc(C(=O)NNC(=O)C2=NN(c3ccccc3)C(=O)CC2)c1,0,0.2,1,0,1,-16,-5,4,-4
O=C(O)C(F)(F)S(=O)(=O)O,7,0.3,2,1,1,20,-9,-4,2
CCOC(=O)CN(Cc1sccc1C)C(=O)Nc1cccc(OC)c1,3,0.1,2,0,1,-4,8,-4,-5
Cc1sc(NC(=O)CN(Cc2ccc(F)cc2)C(=O)C(C)C)c(C(N)=O)c1C,-7,0.3,0,3,0,5,-6,3,-7
COc1ccc(S(=O)(=O)N(CC(=O)NC2CC3CCC2C3)c2ccccc2OC)cc1 (configuration not stated),0,2.2,-3,-2,5,5,-22,-4,2

# Further compounds
SMILES,CHRM4 antagonist,CHO-K1 Ca ag,M5 antag,M5 ag,CHRM4 agonist,M1 PAM parental,CHO-K1 Ca antag,CHRM4 PAM,CHRM5 PAM
O=C(NC1(C(F)(F)F)NC(=O)N(c2ccc(F)c(Cl)c2)C1=O)c1ccncc1 (configuration not stated),1,2.3,1,0,2,21,-8,0,-4
CCN(C[C@H]1N[C@@](CC)(C(=O)OC)[C@H]2C(=O)N(Cc3ccccc3)C(=O)[C@@H]12)S(=O)(=O)c1ccc(OC(F)(F)F)cc1,-26,1.3,-9,-2,6,9,-11,-10,-7
C[C@H]1CCC[C@]2(O[C@@H](CCO)C[C@H](O)[C@H]2O)O1,-3,0.4,7,1,0,4,-14,2,-1
O=C(CSc1nnc(C2COc3ccccc3O2)o1)N1CCCc2ccccc21 (configuration not stated),-18,3.4,2,-5,9,8,-4,-2,-10
CCc1nc(NCC2CCCO2)c(C#N)c2c1COC(C)(C)C2 (configuration not stated),-5,1.0,-5,-12,1,25,-12,0,8
CN1C(=O)C(CC(=O)Nc2ccc3c(c2)Cc2ccccc2-3)N(C)C1=O (configuration not stated),0,2.2,6,-2,4,2,4,-3,3
COc1cccc(-c2nc(CS(=O)(=O)CC(=O)N3CCN(C4CCCCC4)CC3)c(C)o2)c1,-8,0.9,0,0,3,15,-7,0,1
COc1ccc(/C=N/NC2=NS(=O)(=O)c3ccccc32)cc1,1,-0.1,1,-3,1,0,-5,-3,-1
Cc1cc(C(=O)OCC(=O)Nc2ccccc2Cl)c(C)o1,-5,-0.6,2,-2,0,22,6,7,3
CN(C)c1ccc(CN(C(=O)/C=C/c2ccccc2Cl)C2CCS(=O)(=O)C2)cc1 (configuration not stated),0,0.9,0,-1,-1,20,-8,7,2
O=C1c2ccsc2SCCN1Cc1cccc(Cl)c1,-11,-0.4,-12,-6,1,18,-12,6,-2
CCN(C[C@H]1N[C@@](CC)(C(=O)OC)[C@H]2C(=O)N(C)C(=O)[C@@H]12)S(=O)(=O)c1ccc(OC(F)(F)F)cc1,-8,0.9,-1,-1,0,8,-14,1,-6
O=C(NC(=S)Nc1ccc2ncccc2c1)c1ccccc1,7,0.8,-3,0,0,7,-9,6,1
O=c1ccc(NS(=O)(=O)c2ccccc2Cl)cn1Cc1ccc(Cl)c(Cl)c1,0,0.1,0,-1,2,-8,13,8,-3
Cc1cc(C2CC(=O)Nc3ccccc3S2)c(C)s1 (configuration not stated),2,0.1,2,2,0,-8,-2,12,6
O=C1NC(c2ccc(-c3ccccc3[N+](=O)[O-])o2)C(C(=O)c2ccc(Cl)cc2)C(O)(C(F)(F)F)N1 (configuration not stated),5,0.1,6,3,5,3,7,0,0
Cc1ccc(-n2c(Cc3cccs3)nnc2SCC(=O)OC(C)C)cc1,-2,0.3,-3,-3,-3,15,-7,1,3
Nc1nc(SCC(=O)Nc2cc(-c3ccccc3)nn2-c2ccccc2)n[nH]1,22,0.5,-6,3,2,11,-14,1,-7
COC(=O)C1CCN(C(=O)c2ccc3nccnc3c2)CC1,-3,0.1,-4,1,1,2,-3,9,3
CCOc1ccccc1NC(=O)c1oc2ccccc2c1NC(=O)C1CC1,3,1.2,4,-1,1,10,-4,1,-5
CCCCc1c(O)nc(SCC(=O)N2CCOCC2)n(-c2ccccc2C)c1=O,-17,1.0,-13,-6,-1,25,-14,10,10
Cc1nnc(N2CCOCC2)c2nn(-c3cccc(Cl)c3)c(C)c12,12,-1.0,0,-7,-3,-4,6,-13,-1
O=C(COC(=O)c1ccc2c(c1)OCCO2)Nc1ccc(F)cc1,1,1.1,5,2,3,4,-4,0,0
COc1ccc(N2C(=O)CC(Cc3ccc(Br)cc3)C2=O)cc1 (configuration not stated),-3,3.0,7,-3,7,2,-11,-6,-3
COC(=O)N(C)c1nc2ccccc2s1,5,0.2,2,-2,0,12,-3,12,3
COc1ccc2nc(NC(=O)C3CC(=O)N(c4ccc5c(c4)OCCO5)C3)sc2c1 (configuration not stated),1,4.7,-4,-2,3,15,-12,4,5
O=C(NCc1ccco1)c1ccc(Cl)c(S(=O)(=O)N2CCCC2)c1,-3,0.8,4,1,2,-6,-12,0,-1
CCC1(C2=CCCCC2)C(=O)NC(=O)N=C1N (configuration not stated),6,1.5,5,-1,1,1,-7,2,0

# Entries of single compounds, quoted from the list. Values in the order: CHRM4 antagonist | CHO-K1 Ca ag | M5 antag | M5 ag | CHRM4 agonist | M1 PAM parental | CHO-K1 Ca antag | CHRM4 PAM | CHRM5 PAM
# `C[C@H]1CCC[C@]2(O[C@@H](CCO)C[C@H](O)[C@H]2O)O1` across the screens: -3 | 0.4 | 7 | 1 | 0 | 4 | -14 | 2 | -1
# `CCc1nc(NCC2CCCO2)c(C#N)c2c1COC(C)(C)C2` (configuration not stated) across the screens: -5 | 1.0 | -5 | -12 | 1 | 25 | -12 | 0 | 8
